PriA SSB inh = inhibitors of Klebsiella pneumoniae PriA binding to SSB C-terminal tail. AlphaScreen SSBct-PriA binding, biotinylated peptide. AID 1272365. hit rate 0.6% among 430,000. inhibition, % at 33 µM; in the data active means inhibition mostly above about 37%, no sharp cut-off; inactive means mostly below about 20%;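 further: plate controls were negative control peptide for no effect and reference peptide for full effect; strong numbers were not always called active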
Starred values were filed as active, the others as inactive; + = active, no number; & = joins results of further samples. An excerpt (hit frequency here may not be typical).

SMILES	PriA SSB inh
O=C(Nc1ccccc1-c1cn2ccccc2n1)c1cccc(Cl)c1	-11.0
CO[C@@H](CNS(=O)(=O)c1cc2c3c(c1)CCN3C(=O)CC2)c1ccccc1Cl	-5.0
Cc1cc(C)n(N=Cc2ccco2)c(=O)c1C#N	-5.6
CCOC(=O)c1ccccc1NC(=O)CSc1nnc(-c2ccncc2)n1N	9.0
CCOC(=O)c1c(-c2ccc(Cl)cc2)csc1NC(=O)/C=C/c1ccco1	-25.0
O=C(Nc1ccc2c(c1)N(C(=O)c1cccs1)CCC2)c1cc2ccccc2oc1=O	-10.0
Cc1ccc2nc(-c3ccc(OCC(=O)N/N=C\c4cc5cccnc5cc4Cl)cc3)cc(-c3ccccc3)c2c1	-7.0
Cc1nn(C2CCS(=O)(=O)C2)c2nc(-c3ccco3)cc(C(=O)NCc3cccnc3)c12 (stereo not drawn)	-9.0
CN(c1ccccc1)S(=O)(=O)c1ccc(C(=O)Nc2nnc(-c3cccc(S(C)(=O)=O)c3)o2)cc1	-8.0&10.0
O=C1CC(C(=O)N(Cc2ccccn2)c2nc3ccc(F)cc3s2)CN1c1ccccc1 (stereo not drawn)	6.0

Entries from the list above containing a thiophene ring, fused or not:
SMILES	PriA SSB inh
CCOC(=O)c1c(-c2ccc(Cl)cc2)csc1NC(=O)/C=C/c1ccco1	-25.0
O=C(Nc1ccc2c(c1)N(C(=O)c1cccs1)CCC2)c1cc2ccccc2oc1=O	-10.0

The results go on:
SMILES	PriA SSB inh
O=C(NC1CCCC1)C1COc2ccccc2C1 (stereo not drawn)	-2.0
O=S(=O)(Cc1ccccc1)N1CCC2(CCc3ccccc3O2)CC1	-16.0
O=c1c2sccc2ncn1CCNS(=O)(=O)C1CC1	-2.0
O=c1c2c3c(sc2ncn1N=Cc1cccnc1)CCCC3	0.8
CC(=O)OC1C(=O)OCC23CCC4(C)OC4C2OC2CC(OC(=O)/C=C/C=C/C(=O)OCCC1C)C3(C)C21CO1 (stereo not drawn)	-23.5
Cc1ccc(NC(=O)CC2CCCCN2S(=O)(=O)c2ccccc2)nc1 (stereo not drawn)	12.0
CCOC(=O)c1c(C)[nH]c(C(=O)N/N=C/c2cccc([N+](=O)[O-])c2)c1C	3.0
COC(C)(CNS(=O)(=O)Cc1cc(F)ccc1F)c1cccc(Cl)c1 (stereo not drawn)	-1.0
COc1ccc(C(=NNc2ccccc2C(=O)O)c2ccccc2)cc1	4.2
Cn1c(=O)oc2ccc(S(=O)(=O)NCc3cc(C4CC4)n(C4CCCC4)n3)cc21	-9.0
CC(C)c1ccc(NC(=O)c2ccc(=O)n(Cc3cccc(F)c3)n2)cc1	-6.0
Cc1ccn(-c2ccc(Nc3ccc(NC(=O)c4ccco4)cc3)nn2)n1	55.0*
CC1CCCN(C(=O)NC2CC(=O)N(c3ccc(Cl)cc3)C2)C1 (stereo not drawn)	-2.0
Cn1nc(-c2ccccc2NC(=O)c2c[nH]c3ccccc23)ccc1=O	-7.0
CCc1ccc(S(=O)(=O)NCC(c2ccc(N(C)C)cc2)N2CCN(c3ccccc3)CC2)s1 (stereo not drawn)	5.0
O=C(CSCc1ccccc1)N1CCC(Cc2n[nH]c(=O)n2-c2ccccc2F)CC1	3.0
O=C(Cn1cc(C(F)(F)F)ccc1=O)NN=Cc1cccc(Cl)c1Cl	-15.2
O=C(CC(c1ccccc1)c1ccccc1)N1CC(N2C(=O)CCC2=O)C1	-4.0
Cc1ccc(NC(=O)Nc2nc(CC(=O)Nc3ccc(S(N)(=O)=O)cc3)cs2)cc1	-14.0
COC(=O)N1CCC(CNC(=O)c2ccno2)CC1	-3.0

3 entries from above, sorted by number of heavy atoms, falling.
SMILES	PriA SSB inh
O=C1CC(C(=O)N(Cc2ccccn2)c2nc3ccc(F)cc3s2)CN1c1ccccc1 (stereo not drawn)	6.0
O=C(Nc1ccc2c(c1)N(C(=O)c1cccs1)CCC2)c1cc2ccccc2oc1=O	-10.0
COC(C)(CNS(=O)(=O)Cc1cc(F)ccc1F)c1cccc(Cl)c1 (stereo not drawn)	-1.0

(listing goes on)
SMILES	PriA SSB inh
COc1ccc(C2N(c3cccc(C)c3)CCN2c2cccc(C)c2)cc1Br	2.0&5.0
COc1ccc(-n2c(=O)[nH]c3c(C(N)=O)nc(-c4cccc(Br)c4)nc32)cc1OC	-2.0
COC(=O)Cn1c(=NC(=O)COc2ccccc2)sc2cc(C(=O)OC)ccc21	5.0
O=C(c1cnccn1)N1CCCSC[C@@H]1CN1CCOCC1	3.0
O=C(N1CCOCC1)N1CCN(S(=O)(=O)c2ccc3ccccc3c2)CC1	-9.0&1.0
O=C(CCCCCn1cnc2ccccc2c1=O)N1CCN(c2cccc(C(F)(F)F)c2)CC1	-3.0
CN(C)c1ccc(CCNC(=O)c2c(F)cccc2F)cc1	-3.0
Cc1nc(-c2ccccc2NC(=O)c2ncn[nH]2)cs1	-4.0
O=C(/C=C/c1ccccc1)Nc1nnc(Cc2cccs2)o1	5.0
Cc1cccc(C(=O)Oc2ccc(C=NNC(=O)Cc3ccc([N+](=O)[O-])cc3)cc2)c1	12.2
NC(=S)NN=Cc1coc2cc(Br)ccc2c1=O	-8.4
Cc1ccc(C(=O)C(C)OC(=O)c2cccnc2)cc1 (stereo not drawn)	13.0
CN(C)c1ccc(C(=O)Nc2nnc(-c3ccc4c(c3)CCCC4)o2)cc1	-24.0
CCOC(=O)c1cc(=O)c2ccccc2n1C	0.0
COc1cccc(C(=O)Nc2c3c(nn2CC(=O)NCc2ccco2)CSC3)c1OC	-10.0
Cc1csc(=NN=Cc2cccc([N+](=O)[O-])c2)n1Cc1ccco1	4.2
COc1ccc(N2CCN(S(=O)(=O)c3c(Cl)cccc3Cl)CC2)cc1	18.0
CC(C)C(Br)C(=O)Nc1ccccc1Cl (stereo not drawn)	-12.0
Cc1ccc2sc(NNC(=O)c3c(F)cccc3F)nc2c1C	-10.0
COC(=O)/C(C#N)=C/c1ccc(-c2ccc(OC)cc2)o1	-11.0
O=C1c2ccccc2C(=O)N1Cc1cc(Cl)cc2c3c([nH]c12)CCCC3	-10.0
COc1ccc(C2=NN(C(=O)CSc3nnc(CNC(=O)Cc4ccccc4)n3C)[C@H](c3ccc(F)cc3)C2)cc1	-13.0
Cc1cccc(-n2nc3c(c2NC(=O)c2ccc(Cl)c([N+](=O)[O-])c2)CS(=O)C3)c1C (stereo not drawn)	10.0
O=S(=O)(NCCNc1cc(-n2cccc2)ncn1)c1cccc(C(F)(F)F)c1	-5.0
CC(=O)C(Sc1nc(-c2ccco2)nc2c1c(=O)n(C)c(=O)n2C)C(=O)N(C)C (stereo not drawn)	0.0
CC(=NNc1ccc(C(F)(F)F)cn1)c1ccc(S(=O)(=O)NCc2ccco2)cc1	-3.5
COc1ccc2nc(N=Cc3c(C)[nH]n(-c4ccc(C)cc4)c3=O)sc2c1	37.9
COc1cc(C(=O)NCC(=O)NN=Cc2ccc(-c3cccc([N+](=O)[O-])c3)o2)cc(OC)c1OC	-1.9
CCOc1ccc(C(=O)NN=Cc2ccccc2[N+](=O)[O-])cc1	-15.1
CCC(=O)N[C@@H](C)c1nc2ccccc2n1Cc1ccc(C)cc1	-6.0
O=S1(=O)CCC(S(=O)(=O)Cl)C1 (stereo not drawn)	-8.0
Cc1ccc(C)c(C(=O)Nc2nnc(-c3ccc(C)c(C)c3)o2)c1	6.0
Oc1cc(Cl)cc2cccnc12	84.2*
CCOC(=O)CSCC(=O)Nc1nc2ccccc2s1	-8.0
O=C(Cc1cccs1)NCCn1ccc(-c2ccccn2)n1	11.0
CN1CCOc2ccc(NS(=O)(=O)c3cccc4cccnc34)cc2C1=O	2.0
O=C(NN=CC1CC=CCC1)c1cc(-c2cccnc2)nc2ccccc12 (stereo not drawn)	-2.6
Cc1nn(-c2ccccc2)c(N2CCCC2)c1C=NNc1ccc(S(=O)(=O)Nc2ccccc2)cc1[N+](=O)[O-]	30.9
Cn1cnc2cnc(Cl)nc21	-6.0
O=C1COc2ccc(NC(=O)c3c4c(nn3C3CCS(=O)(=O)C3)CCC4)cc2N1 (stereo not drawn)	-10.0
Cc1ccc2nc(N3CCN(C(=O)c4ccc(Br)s4)CC3)sc2c1	-17.0
COc1ccc(NC(=S)NC(=NCS(=O)(=O)c2ccccc2)c2ccccc2)cc1	-2.8
CN(C)c1ccc(C=NNC(=S)NCc2ccco2)cc1	-1.1
O=C(CSCc1ccc(Br)cc1)N/N=C/c1ccc(Sc2cccc3cccnc23)o1	+
CCSc1ccccc1C(=O)N1CCC(Oc2ncccc2Cl)CC1	11.0
COc1ccc(C(=O)Nc2cc(C)nn2-c2nc3ccccc3s2)cc1	-13.0
Cc1cc(N2CCOCC2)c2ccccc2n1	-10.0
CCCCNC(=S)N(C)N=Cc1ccc(OCc2ccc(C(=O)OC)cc2)c(OC)c1	-1.3
Cc1ccc(-c2csc(-n3nc(C)cc3NC(=O)c3ccc(S(=O)(=O)N(C)C)cc3)n2)cc1	-4.0
C[N+](C)(C)CC(=O)NN=Cc1c2ccccc2cc2ccccc12	3.0

A different layout for part of the listing above:
SMILES,PriA SSB inh
Cc1ccc2nc(N3CCN(C(=O)c4ccc(Br)s4)CC3)sc2c1,-17.0
COc1ccc(NC(=S)NC(=NCS(=O)(=O)c2ccccc2)c2ccccc2)cc1,-2.8
CN(C)c1ccc(C=NNC(=S)NCc2ccco2)cc1,-1.1
O=C(CSCc1ccc(Br)cc1)N/N=C/c1ccc(Sc2cccc3cccnc23)o1,+
CCSc1ccccc1C(=O)N1CCC(Oc2ncccc2Cl)CC1,11.0
COc1ccc(C(=O)Nc2cc(C)nn2-c2nc3ccccc3s2)cc1,-13.0

(list continues)
SMILES	PriA SSB inh
COC(=O)c1c(NC(=O)CCN2CCC(C)CC2)sc2c1CCC2	-4.0
CN1CCN(c2nc3ccc(OC(=O)c4cccc(F)c4)cc3s2)CC1	8.0
CCOC(=O)Nc1ccc2c(c1)N(C(=O)c1ccccc1)CCC2	-3.0
CC(NC(=O)Cn1ccn(Cc2ccc(Cl)cc2)c(=O)c1=O)c1ccccc1 (stereo not drawn)	-23.0
COc1ccc2cc(S(=O)(=O)N(Cc3ccccc3)Cc3ccccc3)ccc2c1	-12.0
COc1ccc(Cl)cc1S(=O)(=O)Nc1ccc2c(c1)N(C)C(=O)C(C)(C)CO2	-12.0
COc1ncc(NC(=O)Nc2ccccc2F)c(N2CCOCC2)n1	-3.0
O=C(CSC1=NCCS1)Nc1nnc(-c2ccc(Br)cc2)s1	6.0
O=C(CSCc1ccccc1)Nc1nnc(SCC(=O)OCc2ccccc2)s1	-1.0
COc1ccc(OC)c(-c2csc(NC(=O)c3cc(Cl)ccc3Cl)n2)c1	-8.0
Cc1cc(-c2nnc(NC(=O)C3COc4ccccc4O3)o2)n(C)n1 (stereo not drawn)	44.0*
O=C(O)Cn1cc(C=c2sc3nc4ccccc4n3c2=O)c2ccccc21	-5.0
C[C@@H](C(=O)Nc1cc(-n2ccc3ccccc32)ncn1)n1nc(-c2cccs2)ccc1=O	-15.0
O=C(CSC1CCCC1)N1CCN(c2ccc(-n3cncn3)nn2)CC1	-13.0
COc1ccccc1N1CCN(c2ncnc3scc(-c4ccc(Br)cc4)c23)CC1	-11.0&-4.0
CCn1c(=NC(=O)C(C)(C)C)sc2cccc(Cl)c21	0.0
CCn1ccc(C(=O)Nc2nnc(C3CCCCC3)o2)n1	-3.0
O=C(NC[C@H](O)C1CCCCC1)c1ccc(Br)cc1	-10.0
COCCNC(=O)Cn1c(-c2ccccn2)nc2ccccc21	-6.0
NS(=O)(=O)c1ccc(NC(=O)CCCn2nc(-c3cccnc3)ccc2=O)cc1	-5.0
O=C(NCC(c1ccsc1)N1CCCCCC1)c1cc2ccccc2oc1=O (stereo not drawn)	-10.0
COc1ccc(-c2noc(-c3c(SC)nn(CC(=O)Nc4ccc(C)c(C)c4)c3N)n2)cc1OC	-5.0
COc1ccc(CCC(=O)NC2CC(O)C(CO)C2)cc1 (stereo not drawn)	-14.0
CC(=NNC(=O)c1ccc(C)cc1)c1c(C)[nH]n(-c2ccccc2)c1=O	-5.8
Cc1noc(-c2cn(CCNC(=O)NCc3cccc(F)c3)nn2)n1	-12.0
O=C(CSCc1ccccc1)NCCS(=O)(=O)N1CCN(c2ncccn2)CC1	4.0
COc1ccc2nc(-c3ccc(C)c(NS(=O)(=O)c4cc(C)ccc4OC)c3)cn2n1	-5.0
CC(=O)N1N=C(c2ccccc2O)CC1c1ccc(F)cc1 (stereo not drawn)	7.0
NC(=S)NN=Cc1ccc(-c2cc(Cl)cc(Cl)c2)o1	7.2
O=C(NN=Cc1ccccc1OC(=O)c1ccc2c(c1)OCO2)c1cccc(F)c1	-12.8

In another format: entries from further up
CC(C)c1ccc(NC(=O)c2ccc(=O)n(Cc3cccc(F)c3)n2)cc1
  PriA SSB inh: -6.0
Cc1ccn(-c2ccc(Nc3ccc(NC(=O)c4ccco4)cc3)nn2)n1
  PriA SSB inh: 55.0*
CC1CCCN(C(=O)NC2CC(=O)N(c3ccc(Cl)cc3)C2)C1 (stereo not drawn)
  PriA SSB inh: -2.0

Continuation.
SMILES	PriA SSB inh
CCc1ccc(-c2cc3c(=O)n(Cc4nc(-c5ccc(OC)cc5)oc4C)ccn3n2)cc1	2.0
S=c1[nH]nc(-c2ccco2)n1N=Cc1cccc(Cl)c1	-6.9
CCOc1ccc(S(=O)(=O)Nc2ccc3c(c2)CN(C(=O)c2cccs2)CC3)cc1	-11.0
O=C(COc1ccccc1F)N(Cc1ccoc1)Cc1cccs1	-15.0
CCOC(=O)CSCC(=O)Nc1cccc(C)c1C	-13.0&0.0
O=C(NCC1CCCO1)N1CCN(c2nccn3nc4c(c23)CCCC4)CC1 (stereo not drawn)	12.0
O=C(Nc1ccccc1F)N(Cc1cnc2ccccn12)C1CC1	-16.0
COc1ccc(-c2ccc(=O)n(Cc3nc(-c4ccc(Cl)cc4)no3)n2)cc1OC	-11.0
COc1cccc2cc(C(=O)N(Cc3cc(C4CC4)n(C)n3)C3CCCC3)oc12	-18.0
COc1ccccc1-c1nc(SCC(=O)Nc2nnc(C)s2)c2c(=O)n(C)c(=O)n(C)c2n1	-10.0&-5.0
c1ccc(-c2nn3c(-c4ccccn4)nnc3s2)nc1	51.5
O=C(Cn1cnc2ccccc21)N1CCN(c2ncccn2)CC1	8.0
COc1cccc(NC(=O)NCCn2nc(-c3cccs3)ccc2=O)c1	-1.0
COc1ccc(CC(=O)NCCS(=O)(=O)N2CCN(c3ccccn3)CC2)cc1OC	-13.0&-9.0

Compound activity deposited in PubChem by Small Molecule Screening Facility, UW Madison.
